GPT2 inh – inhibitors of human GPT2 alanine aminotransferase | Q8TD30 | Recombinant GPT2, coupled pyruvate oxidase/HRP Amplex Red fluorescence | Potency, µM (doses to about 57.7 µM), inactives show at the top dose activity change, negative = inhibition, actives largely listed as inhibitors | actives 0.25% (n = 100,000) | AID 1671188; also: potency is read from the fitted curve at half-maximal effect; nearly all actives have a fitted effect of over 60% in size; many of its hits are not listed in these tables
Target sequence (Q8TD30 whole entry, looked up): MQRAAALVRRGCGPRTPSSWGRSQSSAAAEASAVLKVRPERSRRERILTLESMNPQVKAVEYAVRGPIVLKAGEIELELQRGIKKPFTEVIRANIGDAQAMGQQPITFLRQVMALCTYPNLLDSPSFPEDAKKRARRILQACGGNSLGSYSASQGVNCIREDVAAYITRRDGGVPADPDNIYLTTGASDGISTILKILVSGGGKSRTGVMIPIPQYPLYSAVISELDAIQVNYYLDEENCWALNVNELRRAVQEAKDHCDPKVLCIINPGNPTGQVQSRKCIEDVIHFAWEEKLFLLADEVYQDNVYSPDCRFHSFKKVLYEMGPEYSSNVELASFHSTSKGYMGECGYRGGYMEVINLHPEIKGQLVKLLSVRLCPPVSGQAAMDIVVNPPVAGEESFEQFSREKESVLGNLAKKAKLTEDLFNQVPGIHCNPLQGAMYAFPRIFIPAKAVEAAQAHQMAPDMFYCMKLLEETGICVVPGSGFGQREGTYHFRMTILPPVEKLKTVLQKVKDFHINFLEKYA
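GPT2 10ng/uL, a-KG 250uM, L-Ala 2mM, HEPES pH7.5 + 0.0001% Tween; 30 min RT. Then Amplex mix (PO/HRP/ThPP), 30 min RT dark, fluorescence. AOA 50uM used as positive control.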
HEK293 tox – kills HEK 293 cells | HEK 293 viability, ATP luminescence (CellTiter-Glo), 48-72 h | Potency, µM (top dose mostly 115 µM), for inactives: top-dose activity change, negative = cytotoxicity, most hits filed as inhibitors | actives 6.6% (n = 94,000); also: potency is read from the fitted curve at half-maximal effect; nearly all actives have a fitted effect of over 60% in size
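ATP-coupled CellTiter-Glo luminescence served as viability read-out, recorded 10 min after reagent addition at room temperature. HEK 293 cells, 250 cells/well, had been incubated with pintool-transferred compound for 48 or 72 hr at 37 degree Celsius.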
3T3 cytotox – kills NIH 3T3 cells | NIH 3T3 viability, CellTiter-Glo ATP luminescence, 48-72 h | Potency, µM (series often up to 96.7 µM), for the others: top-dose activity change, negative = cytotoxicity, hits mostly inhibitors | actives 4.3% (n = 94,000) | AID 1345082; also: potency is read from the fitted curve at half-maximal effect; nearly all actives have a fitted effect of over 55% in size
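Cytotoxicity was measured by CellTiter-Glo ATP luminescence after 48 or 72 h compound exposure at 37 °C. Mouse NIH 3T3 fibroblasts were seeded at 400 cells/well and dosed by 23 nL pin transfer.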
FLuc inh – Photinus pyralis luciferase inhibition; P08659; purified P. pyralis luciferase, luminescence, biochemical; Potency, µM (titrated, usually from 115 µM), for inactives: top-dose activity change, negative = inhibition, hits mostly inhibitors; actives 2.5% (n = 76,000); AID 1347043; also: potency is read from the fitted curve at half-maximal effect; nearly all actives have a fitted effect of over 65% in size
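Luminescence read by CCD imaging after purified firefly luciferase (10nM final) was added to substrate buffer holding 10uM D-luciferin and 10uM ATP, pH 7.5, pre-dosed with compound.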
HEK293 viab – cell viability loss counter-screen. HEK-293-SNCA-luc viability, GF-AFC fluorescence, 24 h. Potency, µM (highest dose often 57.1 µM), inactives show top-dose activity change, negative = cytotoxicity, hits mostly cytotoxic. actives 0.12% (n = 150,000). AID 1671193;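 also: potency is read from the fitted curve at half-maximal effect; 0% = DMSO-treated cells and -100% = medium-only wells without cells; nearly all actives have a fitted effect of over 30% in size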
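Cytotoxicity counterscreen: after 24 h compound treatment of genome-edited SNCA-luciferase HEK-293 cells, live-cell protease substrate GF-AFC read by fluorescence after 30 min; activity scaled between DMSO (0%) and medium-only (-100%), curves Hill-fitted.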
IP6K1 inhibitor – blocks human inositol hexakisphosphate kinase 1. Q92551. IP6K1 kinase, ADP-Glo luminescence, 2 h; active compounds read low. activity change, % (series mostly up to about 58 µM). actives 0.81% (n = 140,000); in the data active = activity change below about -25%
Target sequence (Q92551 whole entry, looked up): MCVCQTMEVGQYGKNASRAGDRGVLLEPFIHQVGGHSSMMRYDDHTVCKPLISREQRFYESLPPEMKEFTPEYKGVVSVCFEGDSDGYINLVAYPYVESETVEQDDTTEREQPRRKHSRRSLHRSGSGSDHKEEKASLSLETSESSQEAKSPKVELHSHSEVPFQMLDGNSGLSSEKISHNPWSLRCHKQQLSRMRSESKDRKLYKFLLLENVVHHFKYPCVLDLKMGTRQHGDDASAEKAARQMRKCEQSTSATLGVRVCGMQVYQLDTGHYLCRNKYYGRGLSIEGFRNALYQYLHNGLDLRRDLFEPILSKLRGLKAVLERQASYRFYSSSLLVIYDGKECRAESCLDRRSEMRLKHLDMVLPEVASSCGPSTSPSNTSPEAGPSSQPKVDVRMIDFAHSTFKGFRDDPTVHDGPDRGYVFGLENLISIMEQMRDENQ
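ADP-Glo luminescence measures ADP made by human IP6K1 during a 2 h RT reaction with ATP/IP6 (mix at 1.3 mM/130 uM); top library doses 57.5 and 19.1 uM final.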
SNCA expr inhib – reduces expression of the alpha-synuclein gene. actives 0.17% (n = 140,000). Potency, µM (highest dose often 57.2 µM), for inactives: at the top dose activity change, negative = inhibition, most hits filed as inhibitors. HEK-293 SNCA-luciferase knock-in, luminescence, 24 h. AID 1671194;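 also: potency is read from the fitted curve at half-maximal effect; plate controls were DMSO cells for no effect and cell-free wells for full effect; nearly all actives have a fitted effect of over 45% in size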
Starred values were filed as active, the others as inactive; i = inactive; ? = inconclusive; nt = no result given; [ ] = dose if it differs, or a comment. Unless noted, calls follow the shape of the dose curve; as a rule, active = well fitted curve in the direction sought with a large enough effect; inconclusive = small, poorly fitted or top-dose-only effect, or another doubt; inactive = no such curve, though single readings can be large; an effect the other way counts as inactive or inconclusive. Unless noted, % is scaled to controls: 0 for no effect and ±100 for the full control effect. Not all compounds are listed (hit frequency here may not be typical).

compound | FLuc inh | SNCA expr inhib | HEK293 viab | 3T3 cytotox | IP6K1 inhibitor | GPT2 inh | HEK293 tox
Cc1ccc(-c2nc3ccccn3c2Nc2ccc3c(c2)OCCO3)o1 | nt | 34%[activator] | -15% | nt | -1 | nt | nt
Cc1oc2c(c1C(=O)NCc1cccnc1)CN(Cc1ccc(F)cc1)CC2 | 5% | -3% | -21% | -18% | 7 | 1% | ?
O=C(CC[C@H]1NC(=O)c2ccccc2NC1=O)NCCc1nc2ccccc2[nH]1 | 7% | -11% | -3% | i | 4 | ? | 10%
CCOc1ccc(NCc2cccn2-c2nnc(N3CCC(C(=O)NCCc4ccc(OCC)c(OCC)c4)CC3)s2)cc1 | nt | -11% | -13% | nt | 14 | nt | nt
O=C(NCC1(Cn2cccn2)CC1)c1ccc(C2CCNC2)cc1 (configuration not stated) | -9% | 32%[activator] | -8% | 0% | 0 | i | 5%
N#CC(=C(N)Sc1ccccc1N)C(C#N)=C(N)Sc1ccccc1N | nt | 32%[activator] | 1% | nt | nt | -4% | nt
COc1ccc(CCNC(=O)c2cc[nH]c2C2CCCN(C(C)=O)C2)c(OC)c1 (configuration not stated) | -4% | 15% | -2%[12.5 µM] | -8% | 8 | i | ?
O=c1c2cc3c(cc2n(Cc2cccc(F)c2)c(=O)n1Cc1nc(-c2ccccc2)no1)OCO3 | nt | 41%[activator] | 4% | nt | -14 | nt | nt
CCc1nccn1S(=O)(=O)c1cc(Br)ccc1Br | nt | -10% | -1% | nt | 3 | nt | nt
O=C(NCCc1ccc(Cl)cc1)c1cc(-c2ccc(Cl)cc2)n[nH]1 | nt | -12% | 3% | nt | -3 | nt | nt
COCc1cc(C)nc2c1C(=O)NC(c1ccc(C)cc1)N2Cc1ccccc1 (configuration not stated) | nt | 13% | 1% | nt | 14 | nt | nt
Cc1cccc(-c2nc3cc(NC(=O)COc4ccccc4F)ccc3o2)c1 | nt | 38%[activator] | 12% | nt | 46 | nt | nt
C=C1C(=O)OC2/C=C(\C)CC/C=C(\C)CC(OC(C)=O)C12 (configuration not stated) | nt | nt | 34% | nt | -7 | i | nt
COC[C@H]1NC(=O)CC[C@H]1C(=O)O | -7% | -3% | -9% | -8% | 4 | i | -5%
Cc1cccc(NC(=O)CCn2cnnn2)c1 | nt | 0% | 0% | nt | -12 | nt | nt
CC(C)(C)[C@H](NC(=O)c1ccc(N)c(Cl)c1)C(=O)N1CCC[C@@H]1C(=O)N[C@H](C#N)CC(=O)O | nt | 0%[3.86 µM] | -6%[5.56 µM] | nt | nt | i[3.85 µM] | nt
CC1(c2ccccc2)N(Cc2ncccn2)C(=O)OC12CCN(CCCc1ccccc1)CC2 (configuration not stated) | -12% | -16% | -9% | ? | -7 | 2% | -17%
C[C@]1(CO)[C@H]2Cc3sc(NC(=O)C4CCCCC4)nc3[C@@H](CC(=O)O)[C@]2(C)CC[C@H]1O | 1% | -16% | 5% | -5% | -7 | 4% | i
COc1ccccc1C(=O)OCc1cc(=O)n2nc(C3CCCCC3)sc2n1 | nt | 25% | 10% | nt | 30 | nt | nt
CCCc1cc(CNC(=O)c2ccc(NC3CCOC(C)(C)C3)nc2)on1 (configuration not stated) | -4% | 13% | -2% | -4% | 4 | -1% | -9%
CC1(C)OC[C@@H]2O[C@@]3(C(=O)O)OC(C)(C)O[C@H]3[C@@H]2O1 | nt | 66%[25.6 µM] | -20%[23.9 µM] | nt | -12 | 0% | nt
CCN(C(=O)CN1C(=O)NC2(CCCCC2)C1=O)c1ccccc1 | -6% | -24% | 11% | i | 20 | i | 0%
O=C(CC[C@@H]1CNC(=O)[C@@H]2C[C@H](NC(=O)Nc3cccc(Cl)c3)CN12)NCc1cccnc1 | -16% | 7% | 1% | -17% | 16 | i | -10%
Cc1cccc(NC(=O)CN2C(=O)NC3(CCOCC3)C2=O)c1 | -2% | -20% | -17% | i | 32 | i | 7%
O=C(c1ccccc1OCC1CCCN(C2CCCCC2)C1)N1CCCCC1 (configuration not stated) | 2% | -6% | -14% | -12% | 7 | i | ?
CC1(C)C(=O)N(CCOc2ccccc2)[C@H]2CN(Cc3c[nH]c4ccccc34)C[C@H]2[S+]1(=O)[O-] | -2% | 1% | -7% | ? | 21 | 1% | ?
CCC(O)Cn1nc(CCOC)nc1-c1ccc(-c2nnn(C)n2)cc1 (configuration not stated) | 0% | 2% | -1% | 1% | 21 | i | i
CCCc1cc(=O)oc2cc(C)c3c(C(C)(C)C)coc3c12 | nt | -3% | 0% | nt | -5 | nt | nt
CCCc1ccc(OC(=O)c2sc3ncn(Cc4cccc(F)c4)c(=O)c3c2C)cc1 | nt | ? | -4% | nt | -2 | nt | nt
COc1cccc(CN2CCCN(Cc3ccc(F)cc3)S2(=O)=O)c1 | nt | -11% | 8% | nt | -15 | nt | nt

Compound profiles, as listed above. Values in the order: FLuc inh	SNCA expr inhib	HEK293 viab	3T3 cytotox	IP6K1 inhibitor	GPT2 inh	HEK293 tox
COc1cccc(CN2CCCN(Cc3ccc(F)cc3)S2(=O)=O)c1 is entered as nt	-11%	8%	nt	-15	nt	nt
CCOc1ccc(NCc2cccn2-c2nnc(N3CCC(C(=O)NCCc4ccc(OCC)c(OCC)c4)CC3)s2)cc1 is entered as nt	-11%	-13%	nt	14	nt	nt

(listing goes on)
compound | FLuc inh | SNCA expr inhib | HEK293 viab | 3T3 cytotox | IP6K1 inhibitor | GPT2 inh | HEK293 tox
Cc1ccccc1C(=O)N1CC(C(=O)NCCc2ccncc2)C2(CCOCC2)C1 (configuration not stated) | -2% | ? | 5% | -8% | 5 | -7% | -2%
CC(=O)c1cccc(NC(=O)Cn2c(-c3cnccn3)nc(C)c(C)c2=O)c1 | -2% | -22% | -6% | -19% | 9 | i | ?
CCOC(=O)Cc1ccc(NC(=O)NC(C)c2c(-n3cccc3)sc(C)c2C)cc1 (configuration not stated) | nt | ? | -14% | nt | -11 | nt | nt
CN(Cc1ccccc1)Cc1cc(C[C@@H]2CC[C@H](O)[C@@H](CNCc3ccccc3)O2)no1 | -4% | -15% | -9% | -14% | 6 | i | -26%
Cc1ccn(CCC(=O)N2CC(=O)N(C3CCCCC3)CC(OCc3ccccc3)C2)n1 (configuration not stated) | 10% | -4% | -8% | -3% | 6 | i | ?
C=CCN1CC2(CCC1=O)CCN(C(=O)NC(C)CC)CC2 (configuration not stated) | -4% | -6% | 3% | -18% | 0 | i | 0%
c1ccc(-c2noc(-c3cncnc3NC3CCc4ccccc43)n2)cc1 (configuration not stated) | 1% | 21% | 7% | -2% | -5 | 3% | -2%
O=C(Cc1ccccc1)N1CCC2(COc3ccncc3S(=O)(=O)N2)C1 (configuration not stated) | nt | -2% | 5% | -1% | 1 | ? | i
CC1=C[C@@H](CN2CCOCC2)[C@H](C(C)C)C[C@H]1Cc1nnc(-c2ccc(N(C)C)cc2)o1 | -17% | -22% | -10% | ? | 10 | -20% | ?
CN(C)C(=O)c1ccnc(-c2nnc3ccc(N4CCCCC4)nn23)c1 | 1%[172 µM] | -3%[87.6 µM] | 9%[87.6 µM] | 32µM* | -15 | 2%[88.5 µM] | 5%[172 µM]
COc1ccc(NC(=O)CSc2ccc3nc(-c4ccccc4)cn3n2)c(OC)c1 | nt | 70%[activator] | -9% | nt | 9 | nt | nt
CC(C)Oc1ccc(CNC(=O)c2cc3cccc4c3n2CC(C)S4)cc1 (configuration not stated) | nt | 13% | 13% | nt | 33 | nt | nt
O=C1NCCC[C@@H]1NC(=O)[C@@H]1CN(C(=O)c2ccccc2)CCN1C(=O)c1cccc(F)c1 | -3% | 15% | 12% | -22% | 11 | i | -10%
CCC(=O)N1CCN(C2CCN(CCOC)C2=O)CC1 (configuration not stated) | -5% | 19% | 8% | 5% | 9 | -2% | 4%
O=C(c1ccc2c(c1)OCO2)N1CC2CC(C1)[C@H]1CCCC(=O)N1C2 (some centres not stated) | -6% | 11% | 4% | 1% | 1 | i | -1%
CCOc1ccc(NC(=O)c2ccc3[nH]c(C)c(C)c3c2)cc1 | nt | 166%[activator] | -6% | nt | -6 | nt | nt
CN(C)CC(=O)N1CC(F)(F)C[C@H]1c1nc(-c2ccncc2)no1 | -4% | -10% | -2% | -13% | 15 | ? | -6%
O=C(Cn1c(=O)n(-c2ccc(Cl)cc2)c(=O)c2sc3ccccc3c21)NC1CCCCC1 | nt | 2% | -7% | nt | 17 | nt | nt
O=C(NCc1cccc(Cl)c1)c1ccc(CN2C(=O)NC3(CCOCC3)C2=O)cc1 | -6% | 3% | 5% | -21% | 9 | i | ?

Rewritten with each value named: entries from further up.
SMILES: O=C1NCCC[C@@H]1NC(=O)[C@@H]1CN(C(=O)c2ccccc2)CCN1C(=O)c1cccc(F)c1
  FLuc inh: -3%; SNCA expr inhib: 15%; HEK293 viab: 12%; 3T3 cytotox: -22%; IP6K1 inhibitor: 11; GPT2 inh: i; HEK293 tox: -10%

SMILES: Cc1ccccc1C(=O)N1CC(C(=O)NCCc2ccncc2)C2(CCOCC2)C1 (configuration not stated)
  FLuc inh: -2%; SNCA expr inhib: ?; HEK293 viab: 5%; 3T3 cytotox: -8%; IP6K1 inhibitor: 5; GPT2 inh: -7%; HEK293 tox: -2%

SMILES: O=C(NCc1cccc(Cl)c1)c1ccc(CN2C(=O)NC3(CCOCC3)C2=O)cc1
  FLuc inh: -6%; SNCA expr inhib: 3%; HEK293 viab: 5%; 3T3 cytotox: -21%; IP6K1 inhibitor: 9; GPT2 inh: i; HEK293 tox: ?

SMILES: CCC(=O)N1CCN(C2CCN(CCOC)C2=O)CC1 (configuration not stated)
  FLuc inh: -5%; SNCA expr inhib: 19%; HEK293 viab: 8%; 3T3 cytotox: 5%; IP6K1 inhibitor: 9; GPT2 inh: -2%; HEK293 tox: 4%

Random excerpt: two compounds from above, in no set order.
compound | FLuc inh | SNCA expr inhib | HEK293 viab | 3T3 cytotox | IP6K1 inhibitor | GPT2 inh | HEK293 tox
O=C1NCCC[C@@H]1NC(=O)[C@@H]1CN(C(=O)c2ccccc2)CCN1C(=O)c1cccc(F)c1 | -3% | 15% | 12% | -22% | 11 | i | -10%
CN(Cc1ccccc1)Cc1cc(C[C@@H]2CC[C@H](O)[C@@H](CNCc3ccccc3)O2)no1 | -4% | -15% | -9% | -14% | 6 | i | -26%

Compound activity: PubChem BioAssay, National Center for Advancing Translational Sciences (NCATS)
